# Kir21 inh: blocks the mouse Kir2.1 inward-rectifier potassium channel; P35561; AID 1672; 310,000 compounds, 0.85% hits; HEK293-Kir2.1, FluxOR thallium flux fluorescence; hits give low values; B-score at 10 µM;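 active = fluorescence ratio B-score at or below minus 3 SD of library scores, with starting-brightness B-score within 2 SD, cut at about -4.2 in these data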;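 note: channel flux triggered by added potassium and thallium sulfate stimulus; B-score of peak minus minimum fluorescence over baseline after thallium stimulus; more negative B-score means stronger Kir2.1 block with less thallium influx; some compounds called inactive have numbers as strong as hits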
# KCNQ2 block: KCNQ2 channel blockers in CHO-K1 cells – cell-based, FluxOR thallium flux, B-score, primary screen (AID 2156); O88943; 20 min; hits give low values; B-score at 10 µM; 310,000 compounds, 1.1% hits;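 active = fluorescence ratio B-score at most minus 3 library SDs, with starting brightness B-score within 2 library SDs, cut at about -5.5 in these data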
# Target sequence (O88943 whole entry, looked up): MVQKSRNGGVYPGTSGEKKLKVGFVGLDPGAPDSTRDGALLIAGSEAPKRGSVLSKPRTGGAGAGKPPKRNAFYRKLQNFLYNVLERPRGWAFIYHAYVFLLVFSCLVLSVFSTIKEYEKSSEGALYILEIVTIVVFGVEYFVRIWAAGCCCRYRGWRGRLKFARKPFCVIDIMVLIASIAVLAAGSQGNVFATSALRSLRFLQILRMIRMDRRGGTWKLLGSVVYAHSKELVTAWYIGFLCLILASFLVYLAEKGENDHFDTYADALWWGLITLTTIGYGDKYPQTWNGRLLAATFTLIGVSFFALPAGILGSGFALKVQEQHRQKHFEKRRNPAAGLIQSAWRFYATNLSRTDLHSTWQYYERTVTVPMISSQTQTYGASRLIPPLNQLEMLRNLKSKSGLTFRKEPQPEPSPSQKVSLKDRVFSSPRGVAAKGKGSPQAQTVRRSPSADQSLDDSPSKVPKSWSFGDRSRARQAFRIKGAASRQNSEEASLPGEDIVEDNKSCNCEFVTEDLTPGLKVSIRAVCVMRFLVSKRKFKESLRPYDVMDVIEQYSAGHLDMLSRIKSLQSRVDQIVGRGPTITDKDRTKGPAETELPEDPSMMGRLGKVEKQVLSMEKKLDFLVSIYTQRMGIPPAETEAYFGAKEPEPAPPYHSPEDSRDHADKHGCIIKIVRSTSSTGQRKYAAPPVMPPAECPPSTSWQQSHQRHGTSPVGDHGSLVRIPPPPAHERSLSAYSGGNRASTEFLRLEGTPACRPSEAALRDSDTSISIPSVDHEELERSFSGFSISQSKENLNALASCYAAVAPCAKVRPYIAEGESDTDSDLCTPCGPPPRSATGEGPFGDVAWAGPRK
# CHT block: inhibits the human high affinity choline transporter. CHT-expressing cells, membrane potential dye, choline response; hits give low values. 310,000 compounds, 0.86% hits. AID 488975. Q9GZV3. B-score at 10 µM;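 active = B-score over 3 SD under the library average, and starting fluorescence ratio not unusually high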;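 note: choline stimulus applied at its EC90 after an EC20 pre-addition; B-score computed on integrated fluorescence ratio after choline addition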
# Numbers without * were called inactive; i = inactive; nt = no result given.
cpd	canonical_smiles	Kir21 inh	KCNQ2 block	CHT block
1	COc1ccc(CCNC(=O)COc2ccc(S(=O)(=O)N3CCOCC3)cc2)cc1OC	-1.1	i	i
2	Cc1cccc(C(=O)Oc2ccc(/C=N/O)cc2)c1	0.65	i	i
3	CCN1/C(=C/c2sc(-c3ccccc3C)c[n+]2C)Sc2ccccc21	-7.6*	-7*	nt
4	COC(C(=O)Nc1ccnn1C1CCN(Cc2ccccn2)CC1)c1ccccc1 (configuration not stated)	0.39	i	i
5	Cc1ccccc1NC(=O)N1CCN(C/C=C/c2ccccc2)CC1	0.01	i	i
6	CCCCc1nc2ccccc2n1Cc1nnc2n1-c1ccccc1SC2	0.6	i	i
7	CCCNS(=O)(=O)c1ccc(NC(=O)c2cccnc2)cc1	0.58	i	i
8	CC(=O)Nc1ccc(S(=O)(=O)NC2=NCN(c3cccc([N+](=O)[O-])c3)CN2)cc1	1.2	i	i
9	Cc1noc(/C=C/c2ccccn2)c1[N+](=O)[O-]	0.04	i	i
10	COc1ccc(NC(=O)c2ccc(NC(=O)COC(=O)c3cnc(C)cn3)cc2)cc1	0.23	i	i
11	O=C(NCc1ccccc1)C(c1ccc(Cl)cc1)N(C(=O)c1csnn1)C1CC1 (configuration not stated)	0.44	i	i
12	Cc1cc(=O)oc2cc(OCC(=O)OCC(=O)NC3CC3)ccc12	-1.7	i	i

# Six records picked at random from those above, as already listed:
cpd	canonical_smiles	Kir21 inh	KCNQ2 block	CHT block
3	CCN1/C(=C/c2sc(-c3ccccc3C)c[n+]2C)Sc2ccccc21	-7.6*	-7*	nt
12	Cc1cc(=O)oc2cc(OCC(=O)OCC(=O)NC3CC3)ccc12	-1.7	i	i
11	O=C(NCc1ccccc1)C(c1ccc(Cl)cc1)N(C(=O)c1csnn1)C1CC1 (configuration not stated)	0.44	i	i
5	Cc1ccccc1NC(=O)N1CCN(C/C=C/c2ccccc2)CC1	0.01	i	i
6	CCCCc1nc2ccccc2n1Cc1nnc2n1-c1ccccc1SC2	0.6	i	i
10	COc1ccc(NC(=O)c2ccc(NC(=O)COC(=O)c3cnc(C)cn3)cc2)cc1	0.23	i	i

# The list goes on.
cpd	canonical_smiles	Kir21 inh	KCNQ2 block	CHT block
13	C=CCN(CC=C)C(=S)NCCc1ccc(OC)c(OC)c1	-0.02	i	i
14	Cc1ccccc1-c1cc(=O)c2c(O)cccc2o1	-0.23	i	i
15	N#CCCN/N=C(/Cc1nc2ccccc2[nH]1)c1cccc(Cl)c1	1.1	-6*	i
16	COCc1ccc(C(=O)N2CCCC(C(=O)c3cc(F)ccc3F)C2)s1 (configuration not stated)	-0.84	i	i
17	CCN(c1ccccc1)S(=O)(=O)c1cc([N+](=O)[O-])ccc1N	-7*	i	i
18	CCSc1nc2ccccc2n1Cc1cccc([N+](=O)[O-])c1	0.09	i	i
19	CC(C)OC(=O)c1c(NC(=O)c2cccs2)sc2c1CCCC2	1.5	i	i
20	Cc1ccc(S(=O)(=O)NCC(=O)N/N=C/c2ccccc2O)cc1	-0.57	i	i
21	COc1cccc(-c2nnc(SCC(=O)Nc3cc(C)on3)o2)c1	0.43	i	i
22	O=c1cc(-c2ccccc2Cl)oc2c(NS(=O)(=O)c3cc(Cl)cc(Cl)c3O)ccc(O)c12	-3	i	-9.8*
23	Cn1c(=O)c2ncn(CC(=O)N/N=C/C=C/c3ccccc3)c2n(C)c1=O	-3	i	i
24	COC(=O)c1ccc(N2C(=O)C3CC=CC(C)C3C2=O)cc1 (configuration not stated)	1.9	i	i
25	Cc1noc(C)c1C(=O)Nc1ccc(C#N)cc1	0.3	i	i
26	CC(C)(CNC(=O)CC1C(=O)NCCN1Cc1cccc(F)c1)N1CCOCC1 (configuration not stated)	-2.1	i	i
27	COc1ccc2c3c(c(=O)oc2c1OCC(=O)O)CCCC3	0.7	i	i
28	CC(=O)N1CCN(c2nc(C)nc3sc4c(c23)CCC(C)C4)CC1 (configuration not stated)	0.55	i	i
29	Cc1ccc(C(=O)NC(=S)Nc2ccc(NC(=O)c3cccc(Cl)c3)cc2)cc1	1.5	i	i
30	COc1cc(/C=C2/SC(=Nc3ccc(O)cc3)NC2=O)ccc1O	-0.31	i	i
31	CCOc1cc(/C=N/NC(=O)c2ccc(CN3CCOCC3)cc2)ccc1OC	0	i	-9*
32	CN1CCN(CCCCOc2ccc(Br)cc2)CC1	-1.3	i	i
33	CC(C)NC(=O)c1ccc2c(c1)N(CC(=O)N1CCCCC1)C(=O)C(C)(C)O2	1.3	i	i
34	COc1ccc(C(=O)NC(=S)NNC(=O)c2c(-c3ccccc3)noc2C)cc1OC	0.71	i	i
35	O=C(c1nc2ccccn2c1CN1CCC(Cc2ccccc2)CC1)N1CCCC1	0	i	i
36	O=C(NCC1CCCO1)c1c(O)c2ccccc2[nH]c1=O (configuration not stated)	1.3	i	i
37	Cc1ccc(NC(=O)/C=C/c2ccc([N+](=O)[O-])s2)cc1	2.1	i	i
38	ClCc1nnc(-c2cc3c(s2)CCCC3)o1	-1.2	i	nt
39	Cc1ccc(Sc2ncccc2COC(=O)Nc2c(C)cccc2C)cc1	-4.6*	i	i
40	CC(NC(=O)CCCOc1ccc(Cl)cc1)c1ccccc1 (configuration not stated)	-2.2	i	i
41	CN(C)c1ccc(C(c2nnnn2CCOC(=O)Nc2ccc(Cl)cc2)N2CCOCC2)cc1 (configuration not stated)	-0.37	i	nt
42	COc1ccccc1NC(=O)/C=C/C(=O)O	-1	i	i
43	COc1ccccc1/C=C/C(=O)c1ccccc1	-1.5	i	i
44	Cc1cc(C)n(-c2nc(C(=O)O)cs2)n1	0.94	i	i
45	Cc1nnc(SCC(=O)N(Cc2ccccc2)C(C)(C)C)[nH]c1=O	-1.5	i	i
46	CC(C)OCCCNc1nc(-c2ccccc2)nc2ccccc12	1.6	i	i
47	OCC(CO)(CO)N=Cc1c(O)ccc2ccccc12	0.34	i	i
48	O=C(O)CCC(=O)NCc1ccc(C(=O)O)cc1	-0.32	i	i
49	COc1ccc(CCNc2nc(-c3ccco3)cc(C(F)(F)F)n2)cc1OC	-2.2	i	i
50	O=S(=O)(/N=C(/c1ccccc1)N1CCOCC1)c1ccc(Br)cc1	-0.78	i	i
51	Cc1nnc(-c2cccc(Br)c2)c2cn(-c3cccc(Br)c3)nc12	0.33	i	i
52	Cc1ccc(-n2nc3c(=O)n(CCCC(=O)NCCc4ccccc4C)nc(C)c3c2C)cc1	-0.85	i	i
53	CC(C)NCc1cc(Br)ccc1OCc1ccccc1	-1.7	i	i
54	Cc1cccc(NC(=O)c2nc[nH]c2C(=O)NCC(=O)OCc2ccccc2)c1	0.07	i	i
55	CCc1ccccc1N1CC(C(=O)Nc2cc(C)on2)CC1=O (configuration not stated)	0.02	i	i
56	Cc1ccc(S(=O)(=O)/N=C(/c2ccc(F)cc2)N2CCCCC2)cc1	-0.28	i	i
57	COc1ccc(/C=N/Nc2cc(C)nc3ccc(Br)cc23)cc1	0.52	i	i
58	COc1ccc(OCCSc2nc(N)cc(=O)[nH]2)cc1	-1.9	i	i
59	COc1ccc2c(=O)cc(C(=O)O)oc2c1	-0.39	i	i
60	COC(=O)c1cc(Br)c(=O)n(CCc2ccc(F)cc2)c1	-0.78	i	i
61	CCOc1ccc(S(=O)(=O)NNC(=S)Nc2ccc(Br)cc2)cc1	3.5	i	i
62	O=C(c1ccc(N2CCCC2=O)cc1)N1CCCCCC1	0.12	i	i
63	COc1ccc(C2CC(=O)c3c(C)nc(N4CCN(c5ccccc5)CC4)nc3C2)cc1 (configuration not stated)	-1.9	i	i
64	O=C(NNc1nc2ccccc2o1)c1ccccc1	0.89	i	i
65	CCN1C(=O)[C@@H]2[C@@H](c3ccc(-c4ccc(C(C)=O)cc4)cc3)N3CCC[C@@]3(C(=O)OC)[C@@H]2C1=O	-1.4	i	i
66	COc1cc(/C=C/C(=O)O)cc(OC)c1OC	-1.1	i	i
67	COc1ccc(NCc2nnc(SCC(=O)c3ccc(C)cc3)o2)cc1	-0.59	i	i
68	N#C/C(=C(/O)CSc1nnc(Cc2cccs2)n1C1CCCCC1)c1nc2ccccc2[nH]1	-0.11	i	i
69	COc1ccc(/C=N\NC(=O)c2cc(O)c(O)c(O)c2)cc1COc1ccc(C(=O)OCC(C)C)cc1	0.54	i	i
70	COc1ccc(-c2nn(-c3ccccc3)cc2CNC(C)Cn2cncn2)c(F)c1 (configuration not stated)	1.6	i	i
71	CCCNC(=O)c1ccccc1NC(=O)c1ccccc1N(C)S(=O)(=O)c1ccc(C)cc1	0.3	i	nt
72	COCC(C)NC(=O)/C=C/c1ccc(OC)cc1 (configuration not stated)	1.6	i	i

# More entries.
cpd	canonical_smiles	Kir21 inh	KCNQ2 block	CHT block
73	Cn1nccc1C(=O)NCCN1C(=O)OC(C)(C)C1(C)O (configuration not stated)	-0.96	i	i
74	COC(=O)C1=CN(c2ccc(F)cc2)C=C(C(=O)OC)C1c1cccc(Br)c1	-0.32	i	i
75	C=CCNC(=O)CCCOc1cc(C)ccc1C	0	i	i
76	C=CCNc1oc(-c2ccc(OCC)cc2)nc1C#N	0.06	i	i
77	CC(=O)Nc1ccc(NS(=O)(=O)c2ccc(-c3csc(C)n3)s2)cc1	1.5	i	i
78	CCc1cc(=O)oc2cc(OCC(=O)NCCCn3ccnc3)c(Cl)cc12	0.7	i	i
79	CCN(CC)c1nc2ccccc2n(Cc2cccc(OC)c2)c1=O	0.05	i	i
80	Cc1ccc2nc(SCc3nnc(-c4ccccc4Br)o3)[nH]c2c1	-0.35	i	i
81	Cc1ccc(C)c(Cn2c(=O)n(-c3ccc(CC(=O)NCc4ccco4)cc3)c(=O)c3sccc32)c1	0.32	i	i
82	COc1cccc(NC(=O)Nc2cc(C)on2)c1	0.07	i	i
83	CCC(CC)C(=O)Nc1ccc(C(=O)c2ccccc2)cc1	-2	i	i
84	COCCN(C(=O)c1csnn1)C(C(=O)NC1CCCCC1)c1cccs1 (configuration not stated)	0.04	i	i
85	O=C(CN1C(=O)C2CC=CCC2C1=O)NCc1cccs1 (configuration not stated)	-0.17	i	i
86	Cc1[nH]c2ccccc2c1/C=N/Nc1ccccc1[N+](=O)[O-]	0.63	i	i
87	Cc1ccc(C(=O)Nc2nc3ccccc3s2)s1	-0.03	i	i
88	Cc1ccccc1-c1cn(-c2ccccc2)c(=S)[nH]1	-1.3	i	i
89	CC(C)NC(=O)c1cccc(Br)c1	0.63	i	i
90	COc1ccc(OC)c(NC(=O)c2c(NC(=O)c3ccco3)sc3c2CCC3)c1	0.77	i	nt
91	COc1cccc(OC)c1C(=O)Nc1ccc(Cc2ccncc2)cc1	-1.4	i	i
92	COc1ccc(-n2c(Cc3cccn3C)nnc2SCC(=O)Nc2cccc(OC)c2)cc1	-0.35	i	i
93	CCC(Sc1nc2ccccc2c(=O)[nH]1)C(=O)Nc1ccc(C(C)=O)cc1 (configuration not stated)	0.09	i	i
94	CC(O)CNc1nc2c(c(=O)n(Cc3ccc(Br)cc3)c(=O)n2C)n1C (configuration not stated)	0.61	i	i
95	C=C(C)Cn1c(CCCNC(=O)CC)nc2ccccc21	-0.35	i	i
96	N#CC1=C(N)Oc2c(oc(CO)cc2=O)C1c1ccccc1[N+](=O)[O-] (configuration not stated)	0.57	i	i
97	COc1ccc(/C=N/NC(=O)c2sccc2OCc2ccc(F)cc2)cc1OC	0.01	i	i
98	COc1cc([C@H](Cc2ccccc2)NC(C)=O)oc(=O)c1	-0.73	i	i
99	CCN(CC(=O)NC(C)(C)C)C(=O)c1ccc2c(c1)S(=O)(=O)c1ccccc1C2=O	2.2	i	i
100	COCc1cc(C)nc(SC)c1C#N	0.26	i	i
101	Cc1cc(NC(=O)c2ccc([N+](=O)[O-])cc2)n(CCC#N)n1	-0.36	i	i
102	Cc1cc(Nc2ccc(F)cc2Cl)n2ncnc2n1	0.35	i	i
103	CCOC(=O)c1cc2sccc2n1CC(=O)N1CCc2ccccc21	-0.22	i	i
104	O=C(NCCC1=CCCCC1)c1cc(COc2c(F)cccc2F)on1	0.02	i	i
105	O=C(Cn1nc(-c2ccccc2)c2ccccc2c1=O)NCC1CCCO1 (configuration not stated)	0.16	i	i
106	Cc1ccc(C)c(NC(=O)CSc2n[nH]c(-c3ccccn3)n2)c1	0.12	i	i
107	Cc1ccccc1NC(=O)CSc1nc2c(c(=O)n(C)c(=O)n2C)n1C	1.8	i	i
108	CCn1cc(C(=O)NC2CCc3ccccc32)c(=O)c2ccc(C)nc21 (configuration not stated)	-0.89	i	nt
109	CCOC(=O)N1CCN(C(=O)c2ccc3nc(SCc4ccc(F)cc4)n(C)c3c2)CC1	1.2	i	-4.9*
110	Cc1c(C(=O)N(Cc2ccc(F)cc2)C2CCS(=O)(=O)C2)oc2ccccc12 (configuration not stated)	-0.91	i	i
111	CC(=O)N1CCN(c2ccc(NCc3ccc(C)cc3)cc2)CC1	0.75	i	i
112	CCc1nnc(NC(=O)CSc2nnc(-c3ccoc3C)n2-c2ccccc2)s1	0.7	i	i
113	CCOc1ccc(N2C(=O)CC(N3CCN(c4ccc(Cl)cc4)CC3)C2=O)cc1 (configuration not stated)	-0.01	i	i
114	COc1cc(CCC(=O)NNC(=O)c2cccc(Cl)c2)cc(OC)c1OC	0	i	i
115	Cc1ccc(O)c(C(=O)c2cnn(-c3ccc(S(=O)(=O)N4CCOCC4)cc3[N+](=O)[O-])c2)c1	1.7	i	i
116	CCOC(=O)C1(Cc2ccc(OC)cc2)CCN(C(=O)c2sc(C)nc2C)CC1	-1.6	i	i
117	Cc1cc(Br)ccc1OCCn1ccnc1	-1.4	i	i

# High-throughput results deposited in PubChem by Johns Hopkins Ion Channel Center.
